From PubChem BioAssay
FEN1 inh = inhibitors of human flap endonuclease 1; P39748; Recombinant FEN1 flap cleavage, fluorescence, 15 min; Potency, µM (titrated, usually from 114 µM), inactives show at the highest dose activity change, negative = inhibition, most hits filed as inhibitors; actives 0.35% (n = 390,000); AID 588795; further: nearly all actives have a fitted effect of over 65% in size
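Nuclease activity of 10 nM FEN1 was measured after 15 min of room-temperature exposure to titrated compounds, by adding 50 nM flap substrate and reading plates at 0 and 15 min.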
GCN5L2 inh = GCN5L2 (KAT2A) acetyltransferase inhibition; Potency, µM (top dose mostly 58.9 µM), without a hit: at the top dose activity change, negative = inhibition, most hits filed as inhibitors; GCN5L2 HAT assay, ThioGlo1 CoA-SH fluorescence; Q92830; actives 0.21% (n = 390,000); AID 504327
Target sequence (Q92830 whole entry, looked up): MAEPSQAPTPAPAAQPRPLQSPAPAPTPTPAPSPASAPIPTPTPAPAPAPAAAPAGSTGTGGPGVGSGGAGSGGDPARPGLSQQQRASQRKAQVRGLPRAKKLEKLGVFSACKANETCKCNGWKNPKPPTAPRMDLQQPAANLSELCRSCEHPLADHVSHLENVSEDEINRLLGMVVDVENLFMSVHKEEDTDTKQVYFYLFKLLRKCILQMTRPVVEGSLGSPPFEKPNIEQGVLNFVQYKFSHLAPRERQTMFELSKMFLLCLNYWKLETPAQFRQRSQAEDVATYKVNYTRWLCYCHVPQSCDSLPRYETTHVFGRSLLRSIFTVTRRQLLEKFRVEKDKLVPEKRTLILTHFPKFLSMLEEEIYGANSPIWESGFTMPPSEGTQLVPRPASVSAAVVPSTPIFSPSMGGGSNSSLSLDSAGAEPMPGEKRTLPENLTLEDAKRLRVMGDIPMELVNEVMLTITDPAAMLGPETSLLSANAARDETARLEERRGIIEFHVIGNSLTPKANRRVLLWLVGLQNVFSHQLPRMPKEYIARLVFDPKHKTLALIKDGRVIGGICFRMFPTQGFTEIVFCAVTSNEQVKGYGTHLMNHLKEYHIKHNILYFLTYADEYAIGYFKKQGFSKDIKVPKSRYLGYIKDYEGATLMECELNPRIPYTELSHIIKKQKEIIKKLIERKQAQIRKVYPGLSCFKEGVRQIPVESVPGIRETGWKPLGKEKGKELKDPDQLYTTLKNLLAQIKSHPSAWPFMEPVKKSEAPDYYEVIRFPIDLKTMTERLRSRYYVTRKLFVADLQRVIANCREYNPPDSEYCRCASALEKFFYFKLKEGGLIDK
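qHTS, 1536-well. 20nM enzyme, pH 7.5 HEPES/EDTA/Tween-20 buffer; 15 min compound preinc., RT. Start: 75uM H3(1-25), 70uM AcCoA, 50uM ThioGlo1. Read Ex340/Em540 at t=0 (autofluorescence flag) and t=20 min.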
N370S GC mod = N370S glucocerebrosidase modulation, Gaucher chaperone candidate | P04062 | actives 0.092% (n = 330,000) | AID 2101 | Potency, µM (top dose mostly 59.4 µM), inactives show top-dose activity change, negative = inhibition, usual class: inhibitors | N370S GC spleen homogenate, 4MU-glucoside fluorescence;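 further: 0% = full enzyme activity and -100% = no enzyme basal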
The depositor's hits bear a star; ? = inconclusive; · = no result given; [ ] = remark or other dose. The call rests on the fitted dose curve; in most records, active means well fitted curve in the direction sought with a large enough effect; inconclusive means small, poorly fitted or top-dose-only effect, or another doubt; inactive means no such curve, though single readings can be large; an effect the other way counts as inactive or inconclusive. Unless noted, on the % scale 0 is the no-effect control and ±100 the full control effect; potency means the concentration at half of the fitted maximal effect. Not all compounds are listed, so the mix of outcomes need not match the whole.

entry | GCN5L2 inh | N370S GC mod | FEN1 inh | SMILES
1 | -22% | -6% | -9% | CC(C)(CCl)C(=O)Nc1ccc(Sc2ccc(F)cc2)cc1
2 | -16% | -3% | -19% | COc1cc(C)c(COc2ncnc3ccccc23)cc1OC
3 | -22% | 20% | -1% | Cc1[nH]n2c(=O)cc(Cc3ccccc3)nc2c1C#N
4 | -11% | 6% | 7% | COc1cccc(CN=CC2=C(O)CC(C)(C)CC2=O)c1OC
5 | -5% | 1% | · | COCCn1c(-c2cc(OC)c(OC)c(OC)c2)nc2nc3ccccc3nc21
6 | -2% | -4% | 4% | CCCc1nnc(NC(=O)C2CCN(C(=O)C3CC(=O)N(c4ccc(C)cc4)C3)CC2)s1 (stereo not given)
7 | -2% | 1% | -4% | CSc1nc2sc3c(c2c(=O)n1CC(C)C)CC(C)(C)OC3
8 | 2% | -5% | -9% | CC(C)OC(=O)CSc1nnc2n1C(C)(C)Cc1ccccc1-2
9 | -34% | 6% | -12% | CCn1c(Cc2ccccc2)nnc1SCC(=O)Nc1ccc(N2CCOCC2)c(Cl)c1
10 | -15% | 2% | -1% | CCOC(=O)c1nn(-c2ccc(C)cc2)c(=O)cc1OCC(=O)Nc1ccc(OC)cc1
11 | -13% | 15% | -2% | O=C(Nc1cccc(C(F)(F)F)c1)c1cnc2n(c1=O)CCS2
12 | -3% | · | 2% | Cc1ccc(C(=O)OCC(=O)NC(C)c2ccccc2)cc1C (stereo not given)
13 | -30% | 1% | ? | O=C(O)COc1ccccc1/C=N/NC(=O)CSc1nc2ccccc2c(=O)n1-c1ccc(Cl)cc1
14 | -2% | 2% | -13% | O=[N+]([O-])c1ccc(-c2ccn[nH]2)o1
15 | -8% | 7% | -25% | O=C(O)c1ccccc1C(=O)Nc1nc(-c2ccc3ccccc3c2)cs1
16 | -9% | 28% | 3% | O=S(=O)(c1ccccc1)N1CCC(O)(CSc2ccccc2)CC1
17 | -4% | 8% | 5% | O=C1NCCN1c1ccc(CN2CCN(C3CCCCC3)C(CCO)C2)cc1 (stereo not given)
18 | 4% | 3%[2.35 µM] | 3% | CCOC(=O)c1c(O)c2c(n(Cc3ccco3)c1=O)CCCC2
19 | 4% | 6% | -14% | COc1cc(C(CC(=O)N2CCOCC2)c2c(OC)cc(OC)c3ccc(=O)oc23)cc(OC)c1OC (stereo not given)
20 | -9% | ? | -4% | CCN(CCNC(=O)c1ccc(CSc2nc3ccncc3[nH]2)cc1)c1ccccc1
21 | -1% | · | -3% | Cc1nn2c(=O)cc(COC(=O)COc3ccc(F)cc3)nc2s1
22 | -11% | · | 5% | COc1ccc(-c2nc(SCC(=O)Nc3ccc4c(c3)OCCO4)c(-c3ccc(F)cc3)[nH]2)cc1OC
23 | -3% | · | 15% | C=CCC(NC(=O)c1ccc(C#N)cc1)C(=O)NCCC (stereo not given)
24 | -16% | -2% | -13% | Cc1c(/C=C/C(=O)c2cccs2)cnn1C
25 | -1% | -20% | -3% | CC1CC(C)CN(C(=O)COC(=O)Cc2ccc(Cl)cc2)C1 (stereo not given)

Other entries
entry | GCN5L2 inh | N370S GC mod | FEN1 inh | SMILES
26 | 17% | -5% | 3% | CC1COc2ccccc2N1C(=O)c1ccccc1Cl (stereo not given)
27 | 0% | 8% | 0% | Cn1c(=O)[nH]c(=O)c2c1nc1n2CCCN1CCc1ccccc1
28 | -5% | 29% | 3% | COC(=O)c1cnn2c(C(F)(F)F)cc(-c3ccc(F)cc3)nc12
29 | 2% | ? | -13% | CCOC(=O)C1(CCc2ccccc2)CCN(Cc2c(O)cccc2OC)CC1
30 | -9% | -6% | -3% | COc1ccc(C(=O)NC(=S)Nc2cccc(S(=O)(=O)N3CCOCC3)c2)cc1
31 | -5% | 10% | 6% | O=C(CCN1C(=O)c2ccc([N+](=O)[O-])cc2C1=O)Nc1ccc(O)cc1C(=O)O
32 | 0% | 1% | ? | O=C(O)c1ccccc1N=Nc1c(O)[nH]c2ccc([N+](=O)[O-])cc12
33 | 1% | -6% | 12% | O=C(NCCC(=O)N1CCN(C(=O)c2ccco2)CC1)c1ccc(Br)cc1
34 | -5% | -25% | -1% | Oc1ccc(-c2nc3ccccc3nc2-c2ccccc2)cc1
35 | -1% | · | -7% | CCCCn1c(N)c(N(CC(C)C)C(=O)c2ccc(C)o2)c(=O)[nH]c1=O
36 | -2% | 2% | 5% | O=S(=O)(c1cccs1)N1CCN(S(=O)(=O)c2cccs2)CC1
37 | -2% | -10% | -10% | COc1cccc(-c2c(C(=O)N/N=C/c3ccc(C)o3)nnn2-c2nonc2N)c1
38 | 1% | · | 1% | CCOc1ccc(-c2cn3c(n2)sc2cc(C(=O)NCCc4ccc(OC)c(OC)c4)ccc23)cc1
39 | 2% | -10% | -14% | O=C(Nc1ccc(F)cc1F)c1c(C(F)(F)F)ccnc1Oc1ccc(Cl)cc1
40 | -15% | 2% | 10% | CCN(CC)S(=O)(=O)c1ccc(N2CCOCC2)c(NC(=O)C2CC2)c1
41 | -1% | -27% | -11% | COc1ccc(C(=O)CSc2nnc(CNC(=O)c3ccc(S(=O)(=O)N(C)C)cc3)o2)cc1
42 | -6% | -6% | -23% | NCc1cc2c3c(c1)CCCN3CCC2
43 | -22% | 2% | 8% | COc1ccc(CN2CCNC(=O)C2CC(=O)NCCc2cnccn2)cc1C (stereo not given)
44 | -15% | -27% | 3% | O=C(c1cccc2ccccc12)N1CCN(c2ccccc2F)CC1
45 | 19% | ? | -9% | O=C(CSc1nnc(SCC(=O)c2ccco2)s1)c1ccco1
46 | 2% | 4% | -4% | COc1ccc(OCC(O)CN2CCN(c3ncccn3)CC2)cc1 (stereo not given)
47 | 2% | 3% | 2% | COc1ccc(CNC(=O)C2CSC(=O)C2)cc1 (stereo not given)
48 | -3% | -5% | -9% | CCOC(=O)c1ccc(NC2=CC(=O)C(=O)c3ccccc32)cc1
49 | -9% | · | -9% | O=C(NCc1noc2ccccc12)N1CCN(c2ccccc2F)CC1
50 | 3% | 1% | -20% | COc1ccc(-n2nnc3c(=O)n(CC(=O)N4CCCC4)cnc32)cc1

Going on with the list:
entry | GCN5L2 inh | N370S GC mod | FEN1 inh | SMILES
51 | -12% | 10% | -3% | CCCCCn1c(C)c2c(OCC)cccc(=O)c2c1C
52 | -23% | 5% | 4% | Cc1ccccc1OCC(=O)N(Cc1cccc(F)c1)C1CCS(=O)(=O)C1 (stereo not given)
53 | 19% | -3% | 0% | Cc1ccc2cc(/C=N/NC(=O)[C@H](C)NC(=O)OC(C)(C)C)c(Cl)nc2c1
54 | -2% | 8% | -3% | C/C=C/COC(=O)c1[nH]c2c(c1C)C(=O)CC(c1ccco1)C2 (stereo not given)
55 | -5% | · | -1% | O=C(CSC1=Nc2ccccc2C2=NC(Cc3ccccc3)C(=O)N12)Nc1ccccc1 (stereo not given)
56 | -29% | -14% | -34% | CC(=O)Nc1ccc(NC(=O)CSc2nnc(NC(=O)c3ccc(Br)o3)s2)cc1
57 | -8% | -18% | -10% | COc1ccc(/C=C/C(=O)Nc2cccnc2)cc1OC
58 | 0% | · | -22% | CC(=O)C[C@@H](O)CC(=O)[C@@H]1OC(=O)CCCCCc2ccccc21
59 | -1% | 5% | 14% | CCN(CC)CCSc1nc2ccc(OC)cc2[nH]1
60 | -1% | 0% | -6% | O=C(O)c1cc(NCc2ccccc2C(F)(F)F)ccc1N1CCOCC1
61 | 0% | -4% | 5% | CCc1ccc(C(=O)COC(=O)CNC(=O)c2ccco2)cc1
62 | -2% | -4% | -9% | O=C(NC1CCCC1)C1CCN(C(=O)Nc2cccc(Cl)c2)CC1
63 | -4% | 2% | 8% | Cc1nnc(SCC(=O)Nc2ccc3c(c2)OCO3)s1
64 | -6% | 5% | 10% | O=CN1CCN(C(=O)c2cc3cc(Cl)ccc3[nH]2)CC1
65 | -3% | 0% | -3% | CN1CCN(C(=O)c2ccc(-c3cccs3)s2)CC1
66 | -3% | -2% | 0% | CC(C)(C)CC(=O)Nc1nnc(SCC(=O)NC2CCCC2)s1
67 | -3% | · | 2% | COc1ccc(CNC(=O)c2cnc3sc(N4CCCC4)nn3c2=O)c(OC)c1
68 | ? | 1% | 8% | CCOc1ccc(OCC)c(S(=O)(=O)NCc2ccccn2)c1
69 | -5% | 7% | -10% | COc1cccc(CNC(=O)C2CCN(S(=O)(=O)c3cccs3)CC2)c1
70 | 2% | -5% | · | CCc1ccc(NC(=O)Cc2ccc(OC)cc2)cc1
71 | 3% | 9% | 1% | O=C(CSCc1c(Cl)cccc1Cl)NN=C1CCCC1
72 | -5% | -2% | 3% | COc1ccc(-n2nc(C(=O)NCC(=O)N3CCOCC3)c3ccccc3c2=O)cc1OC
73 | -21% | -11% | -21% | COc1ccc(OCCSc2nc(C)nc3ccccc23)cc1
74 | -24% | -18% | 3% | CC(=O)c1ccc(OCCCC(=O)Nc2cc(Cl)ccc2-n2cncn2)cc1
75 | -3% | 11% | 9% | COc1ccc(-n2ncc3c(NCc4ccco4)ncnc32)cc1

Exported with two lines to a compound: part of the list above.
Below each compound: GCN5L2 inh	N370S GC mod	FEN1 inh
57. COc1ccc(/C=C/C(=O)Nc2cccnc2)cc1OC
  -8%	-18%	-10%
58. CC(=O)C[C@@H](O)CC(=O)[C@@H]1OC(=O)CCCCCc2ccccc21
  0%	·	-22%
59. CCN(CC)CCSc1nc2ccc(OC)cc2[nH]1
  -1%	5%	14%
60. O=C(O)c1cc(NCc2ccccc2C(F)(F)F)ccc1N1CCOCC1
  -1%	0%	-6%
61. CCc1ccc(C(=O)COC(=O)CNC(=O)c2ccco2)cc1
  0%	-4%	5%
62. O=C(NC1CCCC1)C1CCN(C(=O)Nc2cccc(Cl)c2)CC1
  -2%	-4%	-9%
63. Cc1nnc(SCC(=O)Nc2ccc3c(c2)OCO3)s1
  -4%	2%	8%
64. O=CN1CCN(C(=O)c2cc3cc(Cl)ccc3[nH]2)CC1
  -6%	5%	10%
65. CN1CCN(C(=O)c2ccc(-c3cccs3)s2)CC1
  -3%	0%	-3%
66. CC(C)(C)CC(=O)Nc1nnc(SCC(=O)NC2CCCC2)s1
  -3%	-2%	0%
67. COc1ccc(CNC(=O)c2cnc3sc(N4CCCC4)nn3c2=O)c(OC)c1
  -3%	·	2%
68. CCOc1ccc(OCC)c(S(=O)(=O)NCc2ccccn2)c1
  ?	1%	8%
69. COc1cccc(CNC(=O)C2CCN(S(=O)(=O)c3cccs3)CC2)c1
  -5%	7%	-10%
70. CCc1ccc(NC(=O)Cc2ccc(OC)cc2)cc1
  2%	-5%	·
71. O=C(CSCc1c(Cl)cccc1Cl)NN=C1CCCC1
  3%	9%	1%
72. COc1ccc(-n2nc(C(=O)NCC(=O)N3CCOCC3)c3ccccc3c2=O)cc1OC
  -5%	-2%	3%
73. COc1ccc(OCCSc2nc(C)nc3ccccc23)cc1
  -21%	-11%	-21%
74. CC(=O)c1ccc(OCCCC(=O)Nc2cc(Cl)ccc2-n2cncn2)cc1
  -24%	-18%	3%
75. COc1ccc(-n2ncc3c(NCc4ccco4)ncnc32)cc1
  -3%	11%	9%

Next entries follow:
entry | GCN5L2 inh | N370S GC mod | FEN1 inh | SMILES
76 | -11% | 10% | -18% | N#CCSc1nc2ccc(N3CCCCC3)cc2c(=O)n1Cc1ccccc1
77 | -1% | · | -16% | COc1ccc(NC(=O)C2CCCN(C(=O)c3cnn(-c4ccccc4)c3-n3cccc3)C2)cc1 (stereo not given)
78 | -4% | -7% | 16% | COc1cccc(/C=N/NC(=O)CNC(=O)COc2ccccc2)c1O
79 | -7% | 1% | 4% | Cc1ccnc(NS(=O)(=O)c2ccc3ccccc3c2)n1
80 | -9% | 1% | · | CNc1cc(-c2ccccc2CN(C)C)ncn1
81 | -6% | 3% | -4% | Cc1cc(NC(=O)c2c(F)cccc2F)n(-c2nc3ccccc3[nH]2)n1
82 | -10% | · | -16% | Cc1ccc(NC(=O)c2nc(S(C)(=O)=O)ncc2N(Cc2cccc(F)c2)Cc2ccco2)cc1C
83 | -3% | 1% | -1% | Cc1ccc(S(=O)(=O)N2CCCC2C(=O)NCCc2nc3ccccc3[nH]2)cc1 (stereo not given)
84 | -4% | -4% | -9% | O=C(c1ccc(S(=O)(=O)N2CCOCC2)cc1)N1CCN(S(=O)(=O)c2ccc(Cl)s2)CC1
